Integrin act MD = qHTS for Activators of Integrin-Mediated Alleviation for Muscular Dystrophy | alpha7betagal myoblasts, beta-gal FDG fluorescence, 48 h | Potency, µM (highest dose often 38.3 µM), for inactives: at the highest dose activation, hits mostly activators | 350,000 tested, 0.064% active | AID 624291, 2012;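 note: potency is the fitted concentration of half-maximal effect; 100% = response of the positive control SU9516; nearly all actives have a fitted effect of over 60% in size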
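Alpha7betagal+/- myoblasts (passage 13) were plated 16-24 hr, then exposed to compounds (1:260 dilution of DMSO stock) for 48 hours at 37C. After MPER lysis, β-galactosidase reporter activity was read as FDG fluorescence (ex 480/em 540) after 30 minutes.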
Eya2 phos inh = qHTS Assay for Inhibitors of the Phosphatase Activity of Eya2; 330,000 tested, 0.006% active; Potency, µM (highest dose often 76.9 µM), without a hit: at the highest dose activity, negative = inhibition, usual class: inhibitors; Protein phosphatase EYA2 (Homo sapiens), O00167; recombinant Eya2, OMFP fluorescence dephosphorylation (OMFP is methylfluorescein phosphate); note: potency is the fitted concentration of half-maximal effect; % is set by controls: 0 for no effect and ±100 for the full control effect
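Eya2 (0.2 uM) preincubated 10 min at ambient with compound, then OMFP substrate added at 50 uM; 10 min reaction in 50 mM HEPES pH 7.5, 50 mM NaCl, 5 uM MgCl2, 0.05% BSA, 1 mM DTT. Fluorescence read at Ex 485/Em 525 nm.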
A-T KAP1 phos = qHTS Assay for Identifying a Potential Treatment of Ataxia-Telangiectasia; […] A-T fibroblasts, KAP-1 phosphorylation AlphaLISA; neocarzinostatin DNA damage 30 min before lysis; Potency, µM (top dose mostly 57.5 µM), for inactives: at the highest dose activation, actives largely listed as activators; 320,000 tested, 0.19% active; AID 485349, 2010; note: potency is the fitted concentration of half-maximal effect; % of control where 0% means no effect; nearly all actives have a fitted effect of over 45% in size
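hTERT-immortalized A-T patient fibroblasts ([…]), 500 cells/well in OPTI-MEM, 1% FBS, got compounds for 60 min, then NCS for 30 min at 37C. Lysates were then assayed for phospho-KAP-1 by AlphaLISA (anti-pKAP1 donor, anti-KAP1 acceptor beads), 6 hr at 25C.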
PTAP TSG101 blk = qHTS Assay for Iinhibitors of HIV-1 Budding by Blocking the Interaction of PTAP/TSG101; Fluorescence polarization, FITC-PTAP peptide / Tsg101 binding; Tumor susceptibility gene 101 protein (Homo sapiens), Q99816; Potency, µM (titrated, usually from 115 µM), without a hit: top-dose activity change, negative = inhibition, most hits filed as inhibitors; 340,000 tested, under 10 active; active = well fitted inhibition curve with a large enough effect in the main read-out, with a control signal flat, not every such curve was filed as active; inconclusive = small, poorly fitted or top-dose-only effect, or effect the other way, or a change in a side signal; inactive = no such curve, though single readings can be large or run the other way; note: potency is the fitted concentration of half-maximal effect; % of control where 0% means no effect
Target sequence (Q99816 whole entry, looked up): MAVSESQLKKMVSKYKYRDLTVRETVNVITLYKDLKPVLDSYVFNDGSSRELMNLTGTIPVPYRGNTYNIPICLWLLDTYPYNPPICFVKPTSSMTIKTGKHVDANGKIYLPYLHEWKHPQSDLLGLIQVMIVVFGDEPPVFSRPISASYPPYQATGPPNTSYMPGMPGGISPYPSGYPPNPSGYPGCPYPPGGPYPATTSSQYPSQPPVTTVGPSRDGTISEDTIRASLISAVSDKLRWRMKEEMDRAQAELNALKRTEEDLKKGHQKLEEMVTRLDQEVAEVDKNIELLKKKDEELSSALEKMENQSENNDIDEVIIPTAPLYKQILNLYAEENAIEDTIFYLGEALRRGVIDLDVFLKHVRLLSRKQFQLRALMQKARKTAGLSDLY
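FP read-out: FITC-PTAP peptide, 50 nM final, binding Tsg101 binding domain, 10 uM final; 20 min, r.t.; 10 mM HEPES pH 7.5, 0.15 M NaCl, 0.01% Tween 20, 3 mM EDTA, 0.1 mM TCEP.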
Mito fusion act = qHTS Assay for Small Molecule Inhibitors of Mitochondrial Division or Activators of Mitochondrial Fusion; S. cerevisiae fusion-defective mutant growth rescue, CellTiterGlo 48 h; Potency, µM (top dose mostly 46.1 µM), for inactives: at the top dose growth rescue (activation), actives largely listed as activators; 320,000 tested, 0.23% active; AID 485298, 2010;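 note: potency is the fitted concentration of half-maximal effect; % of control where 0% means no effect; nearly all actives have a fitted effect of over 45% in size; temperature-sensitive fusion mutants such as fzo1-1 at 37 °C on non-fermentable ethanol glycerol medium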
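Read-out: ATP-based luminescence (CellTiterGlo, 10 min ambient) reporting growth of fusion-defective ts yeast after 48 hours at 37C on glycerol/ethanol YPEG medium in the presence of compound.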
TSHR antag = Antagonists of the Thyroid Stimulating Hormone Receptor: HTS campaign; TSHR-expressing cells, TSH-stimulated cAMP HTRF, 2 h; hits give low values; AID 504810, 2011; activity change, negative = inhibition, % at 11.5 µM; 330,000 tested, 0.2% active;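 active = activity change below a set negative limit, meaning inhibition stronger than a set level, cut at about -70% in these data; inconclusive = activity change between two set negative limits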; note: % is set by controls: 0 for no effect and ±100 for the full control effect
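Cell-based HTRF cAMP assay; TSHR cells + compound, TSH EC80 (4nM final), 2 h, 37 deg C. Lysis with anti-cAMP cryptate and cAMP-d2, 30 min RT, read 665/620 nm.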
TCR activator = Activators of T cell receptors: qHTS campaign; primary human leukocytes, anti-CD3, IL-2 HTRF, 48 h; Potency, µM (doses to about 9.22 µM), inactives show at the highest dose activation of IL-2 secretion, most hits filed as activators; 330,000 tested, under 10 active; AID 504894, 2011; note: % of control where 0% means no effect
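Activity was scored as IL-2 release from primary human leukocytes given only a TCR signal (a-CD3 beads) plus compound for 48 hr. Detection used a two-antibody HTRF format read at 665nm.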
ASM inhibitor = Inhibitors of Secretory Acid Sphingomyelinase (S-ASM): qHTS; 340,000 tested, 0.006% active; placental ASM, HMU-PC fluorogenic substrate, 60 min; Sphingomyelin phosphodiesterase (Homo sapiens), P17405; AID 504937, 2011; Potency, µM (doses to about 57.5 µM), for the others: at the highest dose activity change, negative = inhibition, usual class: inhibitors; note: potency is the fitted concentration of half-maximal effect
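Human placenta-derived ASM preincubated with compound 10 min at room temperature, then reacted with 9 uM (final) fluorogenic HMU-PC substrate for 60 min at 37 C. Stop solution raises pH to 10; fluorescence read at Ex 386/Em 447 nm.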
ELG1 repair inh = qHTS screen for small molecules that inhibit ELG1-dependent DNA repair in human embryonic kidney (HEK293T) cells expressing luciferase-tagged ELG1; HEK293T ELG1-luciferase reporter, luminescence, 16 h; DNA damage induced by 5-fluorouridine; Potency, µM (top dose mostly 46.1 µM), without a hit: at the highest dose activity change, negative = inhibition, hits mostly inhibitors; 330,000 tested, 2.3% active; note: potency is the fitted concentration of half-maximal effect; % is set by controls: 0 for no effect and ±100 for the full control effect; nearly all actives have a fitted effect of over 55% in size
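Quantitative HTS, concentration-response format. 2,000 cells/well co-treated with 5-fluorouridine and compound, 16 hr in 5% CO2 at 37 °C; ONE-Glo luminescence read after 30 min.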
Tb PFK inh = qHTS Assay to Find Inhibitors of T. brucei phosphofructokinase. ATP-dependent 6-phosphofructokinase (Trypanosoma brucei brucei), O15648. Potency, µM (doses to about 57.5 µM), for the others: top-dose activity, negative = inhibition, most hits filed as inhibitors. T. brucei PFK, ADP-Glo luminescence. 330,000 tested, 0.17% active;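 note: potency is the fitted concentration of half-maximal effect; 0% = uninhibited 1x PFK enzyme wells and -100% = no-enzyme wells; nearly all actives have a fitted effect of over 60% in size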
Target sequence (O15648 whole entry, looked up): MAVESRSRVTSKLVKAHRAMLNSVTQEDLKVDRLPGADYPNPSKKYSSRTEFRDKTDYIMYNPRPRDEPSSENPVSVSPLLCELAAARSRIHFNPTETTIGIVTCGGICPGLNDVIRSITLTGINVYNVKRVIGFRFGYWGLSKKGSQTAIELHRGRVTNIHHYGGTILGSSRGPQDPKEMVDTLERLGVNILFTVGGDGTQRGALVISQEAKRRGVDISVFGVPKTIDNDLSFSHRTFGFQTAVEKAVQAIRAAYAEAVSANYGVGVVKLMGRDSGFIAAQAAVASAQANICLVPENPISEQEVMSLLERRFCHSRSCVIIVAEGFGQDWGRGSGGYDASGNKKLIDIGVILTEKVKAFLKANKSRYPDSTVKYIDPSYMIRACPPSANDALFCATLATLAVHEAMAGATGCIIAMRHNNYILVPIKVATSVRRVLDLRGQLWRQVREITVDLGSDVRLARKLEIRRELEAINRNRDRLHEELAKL
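Compounds were pin-transferred as a titration series up to 57 uM into substrate buffer (0.5 mM F6P, 0.1 mM ATP, pH 8.0), then 1.25 nM PFK was added and reactions ran 45 min before ADP-Glo detection.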
BCR signal inh = qHTS Assay to Find Inhibitors of Chronic Active B-Cell Receptor Signaling; 340,000 tested, 0.05% active; Potency, µM (highest dose often 46.1 µM), inactives show top-dose ratio change, negative = lower green/red ratio, actives largely listed as inhibitors; AID 493014, 2011; ABC-DLBCL IkBa-CBG/CBR reporter, luminescence ratio, 4 h; active = well fitted inhibition curve with a large enough effect in the signal ratio, with a control signal flat, not every such curve was filed as active; inconclusive = small, poorly fitted or top-dose-only effect, or effect the other way, or a change in a side signal; the % refers to the signal ratio;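 note: potency is the fitted concentration of half-maximal effect; plate controls were basal doxycycline-induced cells for no effect and cells given 10 µM MG132 for full effect; MG132 reads +100%, hits lower the ratio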
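TMD8 ABC-DLBCL cells carrying doxycycline-inducible green luciferase fused to IkappaBalpha plus unfused red luciferase were exposed to compounds (up to 46 uM) for 4 hrs at 37C. Activity came from the overlap-corrected green/red luminescence ratio.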
An asterisk follows results filed as active; u = inconclusive; x = no result given; [ ] = dose if it differs, or a comment. Unless noted, calls come from the whole dose curve; as a rule, active = well fitted curve in the direction sought with a large enough effect; inconclusive = small, poorly fitted or top-dose-only effect, or another doubt; inactive = no such curve, though single readings can be large; an effect the other way counts as inactive or inconclusive.

SMILES | Integrin act MD | Eya2 phos inh | A-T KAP1 phos | PTAP TSG101 blk | Mito fusion act | TSHR antag | TCR activator | ASM inhibitor | ELG1 repair inh | Tb PFK inh | BCR signal inh
COc1ccc(C(=O)NCC(=O)OCC(=O)NCc2cccs2)cc1 | -18% | -1% | -3% | 2% | -2% | 13 | -5% | 3% | 0% | -3% | 8%
O=S(=O)(c1ccc(NCC2CCCCC2)nc1)N1CCOCC1 | -24% | -17% | 7% | -8% | 8% | -13 | 0% | 2% | -10% | 5% | -6%
Fc1cc2nccnc2cc1N1CCSCC1 | 3%[7.66 µM] | 1% | 3% | -11% | 4% | 1 | x | 9% | 4% | 2% | u
COc1ccccc1C(=O)Oc1ccccc1C(=O)Nc1ccccc1 | -18% | -1% | 6% | -4% | 6% | 14 | 0% | 2% | u | -4% | u
Cc1ccc(O)c(C(CC(=O)N2CCCC2)c2ccccc2)c1 (centres undefined) | 1% | 10% | -5% | -1% | x | 21 | -2%[46.1 µM] | 3% | 4% | -2% | -2%
COc1ccc(-c2cc(=O)n(-c3nc4ccccc4[nH]3)[nH]2)cc1 | -15% | 4% | -1% | -4% | -2% | -3 | -1% | 8% | u | -7% | 5%
CCOC(=O)C1=C(CN2CCOCC2)NC(=O)NC1c1cccc([N+](=O)[O-])c1 (centres undefined) | -8% | 0% | -5% | -1% | 0% | -7 | 1% | -1% | 0% | 2% | 8%
CCn1c(SCC(=O)NNC(=O)c2ccco2)nnc1-c1ccco1 | u | -7% | -2% | 1% | -1% | 3 | 7% | 4% | 7% | 4% | 6%
COc1ccc(CN(C)c2nc(-c3cccnc3)nc3ccccc23)cc1OC | x | 25% | 1% | x | -3% | -4 | x | x | u | -4% | 3%
Cc1ccc(S(=O)(=O)N(CC(=O)NCC2CCCO2)c2cccc([N+](=O)[O-])c2)cc1 (centres undefined) | 0% | -1% | 1% | -3% | 0% | -4 | -5% | -1% | 0% | 3% | 3%
S=C(Nc1cccc2ccccc12)N1CCN(c2ncccn2)CC1 | -13% | 14% | 5% | -1% | -13% | 11 | 1% | 1% | 0% | -1% | -6%
Cc1ccc(-c2nc(CN3CCCCC3CCN3CCCC3=O)c(C)o2)o1 (centres undefined) | -34% | -9% | -7% | -1% | 3% | -4 | 5% | 7% | 14% | 0% | 9%
S=C(Nc1ccc2nsnc2c1)N1CCCCCC1 | 24% | -16% | 3% | -2% | 4% | 6 | 3% | 4% | 0% | -3% | 23%
COc1c(Cl)cc(-c2noc(C)c2C(=O)NCCc2ccc(C)cc2)cc1Cl | 1% | -6% | 1% | -7% | 13% | -20 | 10% | -10% | 5% | 0% | 0%
Cc1cc(=O)oc2c1c(C)nn2-c1cccc(Cl)c1 | 2% | -28% | 3% | 3% | -1% | -3 | 7% | -3% | -5% | -4% | 8%

In another format: entries from further up.
Structure	Integrin act MD	Eya2 phos inh	A-T KAP1 phos	PTAP TSG101 blk	Mito fusion act	TSHR antag	TCR activator	ASM inhibitor	ELG1 repair inh	Tb PFK inh	BCR signal inh
Cc1ccc(S(=O)(=O)N(CC(=O)NCC2CCCO2)c2cccc([N+](=O)[O-])c2)cc1 (centres undefined)	0%	-1%	1%	-3%	0%	-4	-5%	-1%	0%	3%	3%
S=C(Nc1cccc2ccccc12)N1CCN(c2ncccn2)CC1	-13%	14%	5%	-1%	-13%	11	1%	1%	0%	-1%	-6%
Cc1ccc(-c2nc(CN3CCCCC3CCN3CCCC3=O)c(C)o2)o1 (centres undefined)	-34%	-9%	-7%	-1%	3%	-4	5%	7%	14%	0%	9%
S=C(Nc1ccc2nsnc2c1)N1CCCCCC1	24%	-16%	3%	-2%	4%	6	3%	4%	0%	-3%	23%
COc1c(Cl)cc(-c2noc(C)c2C(=O)NCCc2ccc(C)cc2)cc1Cl	1%	-6%	1%	-7%	13%	-20	10%	-10%	5%	0%	0%
Cc1cc(=O)oc2c1c(C)nn2-c1cccc(Cl)c1	2%	-28%	3%	3%	-1%	-3	7%	-3%	-5%	-4%	8%

The results go on:
SMILES | Integrin act MD | Eya2 phos inh | A-T KAP1 phos | PTAP TSG101 blk | Mito fusion act | TSHR antag | TCR activator | ASM inhibitor | ELG1 repair inh | Tb PFK inh | BCR signal inh
O=C(NC(=S)Nc1ccc(S(=O)(=O)Nc2nccs2)cc1)c1cccnc1 | -6% | -9% | 1% | -7% | -3% | -6 | 7% | -1% | 9% | 20% | 1%
COCCN(CC(=O)NCC1CCCO1)C(=O)CCC(=O)Nc1ccccn1 (centres undefined) | 5% | 1% | 3% | 2% | -9% | 8 | -4% | 6% | 1% | 1% | 0%
Cc1ccc(C(=O)/C=C/c2c[nH]c3ccccc23)cc1 | -37% | -19% | -5% | -5% | 1% | 8 | 0% | 119%[activator] | u | -3% | u
O=S(=O)(c1cccc(-c2nc3ccccc3s2)c1)N1CCOCC1 | -19% | 4% | 6% | 3% | 0% | -5 | 5% | -6% | -1% | -1% | 17%
Cc1ccc2nc3c(c(N)c2c1)CCN3c1ccccc1 | -37% | -7% | 11% | -4% | 2% | -7 | 1% | 267%[activator] | 11% | -17% | u
CCOc1ccc(CN(C(=O)c2cc(=O)c3cc(C)cc(C)c3o2)C2CCS(=O)(=O)C2)cc1 (centres undefined) | -67%[inhibitor] | -8% | -2% | 0% | 28% | 14 | 5% | -3% | -10% | -9% | 0%
COc1cccc(N2CCN(S(=O)(=O)c3cccc4cccnc34)CC2)c1 | -16% | -10% | -2% | -5% | 10% | -5 | 2% | -4% | -23% | 0% | u
CN1CCN(c2ccc([N+](=O)[O-])cc2NC(=O)c2ccccc2)CC1 | -14% | 3% | 3% | -6% | -1% | 3 | -3% | -1% | 10% | 0% | 0%
COc1ccc(NC(=O)c2ccc(NC(=O)c3nc4nc(C)cc(C)n4n3)cc2)cc1 | 28% | 14% | 18% | -1% | 8% | 33 | 3% | -3% | -3% | -8% | -16%
O=S(=O)(NCc1ccc2c(c1)OCO2)c1ccc(F)cc1 | -7% | 1% | 17% | 1% | 2% | -4 | x | 3% | 0% | 5% | 0%
CCc1ccccc1NC(=O)c1cnn(-c2ccccc2)c1C | 17% | -10% | 19% | -4% | 1% | -14 | x | -2% | 3% | -2% | u
CCCC1=NN(C(=O)Cc2ccc(OC)cc2)C(O)(C(F)(F)F)C1 (centres undefined) | -13% | 5% | 6% | 1% | 14% | -12 | -2%[46.1 µM] | 3% | 5% | -6% | 10%
COc1ccccc1OCC(=O)Sc1ccc(C)cc1 | 4% | 7% | -5% | -9% | 4% | -10 | -2% | -1% | -16% | -12% | 0%
O=C(O)CCCN1C(=O)C2C3CCC(O3)C2C1=O (centres undefined) | -3% | -2% | 7% | -1% | 0% | 8 | -4%[46.1 µM] | 1% | 6% | 0% | -3%
COc1ccc(CCC(=O)NC2CCCCC2)cc1 | 3% | 11% | 6% | 4% | 0% | 0 | 4% | -2% | -3% | 0% | 0%

Source: PubChem BioAssay (National Center for Advancing Translational Sciences (NCATS))
